ROMK primary: modulates human ROMK potassium channel activity; P48048; Tet-inducible ROMK, thallium flux fluorescence; actives lie on both sides; B-score at 10 µM; actives 2% (n = 130,000); AID 1918;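 active = signal ratio slope over the read window, or its plate-corrected B-score, at least 3 SD from the plate mean, either direction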;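 note: B-score of the F/F0 ratio slope over 7 to 12 s after thallium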
DTT redox prof: compounds producing H2O2 with reducing agent – biochemical, NIH compound library profiling, artefact control for MLSCN library redox annotation, primary screen; DTT-dependent redox cycling H2O2, phenol red/HRP absorbance; 100% = 100 µM peroxide control, 0% = buffer; activation, % at 10 µM; actives 0.03% (n = 200,000);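 active = activation of at least 50% relative to the plate's high and low controls in the primary single-dose screen; inactive = activation below 50%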;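 note: compound incubated with DTT at 0.8 mM final as the reducing agent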
SRC2 TRFRET art: flags TR-FRET format artefacts in PPARgamma SRC-2 recruitment agonist screen; TR-FRET artefact counter-screen; stronger effect = higher value; actives 0.4% (n = 200,000); TR-FRET ratio at 8 µM; in the data active = TR-FRET ratio above about 2000; note: inactives centre near 1500; reference of the scale not given here
bIAP act: intestinal alkaline phosphatase (bovine) activation. purified bovine IAP, CDP-star luminescence, 30 min; stronger effect = higher value; fold of DMSO-control signal, blank-subtracted. AID 1016. actives 0.17% (n = 200,000). activation factor at 20 µM;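 active = activation factor of 2 or more at 20 µM, a signal rise over negative controls twice the positive control's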
PPARg SRC-3 ag: PPARgamma-driven SRC-3 recruitment agonism; P37231; AID 731; activation, % at 8 µM; actives 0.26% (n = 200,000); biochemical PPARgamma/SRC-3 coactivator recruitment assay; in the data active = activation above about 23%;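 note: 0% = DMSO and 100% = reference agonist; some compounds past the cut are filed as inactive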
Target sequence (P37231 whole entry, looked up): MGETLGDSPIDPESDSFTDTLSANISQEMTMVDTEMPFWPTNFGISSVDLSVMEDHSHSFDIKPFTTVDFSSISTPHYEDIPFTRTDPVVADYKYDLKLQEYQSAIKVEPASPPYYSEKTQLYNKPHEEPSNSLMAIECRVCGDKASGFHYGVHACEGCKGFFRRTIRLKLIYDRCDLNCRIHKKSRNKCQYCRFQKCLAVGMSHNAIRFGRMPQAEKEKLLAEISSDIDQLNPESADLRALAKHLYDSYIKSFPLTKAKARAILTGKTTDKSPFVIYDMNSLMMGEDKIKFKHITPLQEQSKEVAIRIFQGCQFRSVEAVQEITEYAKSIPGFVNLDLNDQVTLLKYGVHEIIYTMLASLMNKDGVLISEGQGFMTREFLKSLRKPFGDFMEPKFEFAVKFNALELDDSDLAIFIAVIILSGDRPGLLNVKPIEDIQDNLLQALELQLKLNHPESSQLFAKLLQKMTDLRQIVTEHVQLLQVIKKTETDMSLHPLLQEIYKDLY
TLR4 MyD88 comp: inhibitors of human TLR4-MyD88 binding. inhibition, % at 8.4 µM. HeLa CL3-4 TLR4/MyD88 BLA complementation, FRET ratio. actives 0.18% (n = 200,000). O00206+Q99836; in the data active = inhibition above about 25%;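 note: 0% = vehicle and 100% = reference inhibitor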
PPARg SRC-1 ag: promotes SRC-1 coactivator recruitment by human PPARgamma; activation, % at 8 µM; AID 631; actives 0.41% (n = 200,000); P37231; PPARgamma-SRC-1 coactivator recruitment biochemical assay; in the data active = activation above about 19%;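 note: 0% = DMSO and 100% = reference agonist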
PPARg SRC2 recr: agonists of SRC-2 recruitment by human PPARgamma | P37231 | PPARgamma LBD-SRC-2 recruitment, biochemical | activation, % at 8 µM | actives 0.34% (n = 200,000) | AID 1032; in the data active = activation above about 22%;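 note: 0% = vehicle and 100% = reference agonist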
bIAP inhibitor: intestinal alkaline phosphatase (bovine) inhibition; purified bovine IAP, CDP-star luminescence, 30 min; inhibition, % at 20 µM; 190,000 tested, under 10 active;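 active = over 50% inhibition of intestinal alkaline phosphatase at 20 µM in the single-dose screen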
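System: Purified bovine intestinal alkaline phosphatase (IAP) enzyme | Input: IAP diluted 1/65,000,000 in the well | Also added: CDP-star chemiluminescent phosphatase substrate, 30 µM final | Dosing: 20 µM single dose | Times: Enzyme reaction for 30 min at room temperature | Detection: Luminescence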
S1P3 antag: blocks the human S1P3 receptor. CHO S1P3 NFAT-BLA reporter, FRET fluorescence, antagonist mode. inhibition, % at 4.98 µM. AID 485. actives 0.27% (n = 170,000). Q99500;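 active = inhibition above the plate cutoff, the mean inhibition of test wells on that plate plus 3 SD, cut at about 28% in these data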;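 note: cells challenged with S1P at its EC80 of 0.8 µM; blue over green emission ratio from cleaved BLA substrate after 4 h stimulation; 0% = S1P-stimulated wells and 100% = unstimulated DMSO-only wells; some compounds past the cut are filed as inactive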
L major viab: inhibitors of Leishmania major promastigote growth. Leishmania major promastigotes, resazurin fluorescence viability. inhibition, % at 10 µM. actives 9% (n = 200,000). AID 1063; in the data active = inhibition above about 50%;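 note: promastigotes grown with compound for 44 hours at 28 °C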
The depositor's hits bear a star; . = not tested or not shown. Rows were taken by chance (roughly 11% active in at least one column).

SMILES	ROMK primary	DTT redox prof	SRC2 TRFRET art	bIAP act	PPARg SRC-3 ag	TLR4 MyD88 comp	PPARg SRC-1 ag	PPARg SRC2 recr	bIAP inhibitor	S1P3 antag	L major viab
CCc1ccc(OCC(=O)NC(NC(=S)Nc2ccccc2)C(Cl)(Cl)Cl)cc1 (stereo not drawn)	0.0602	0.4	1593	1	-2.2	3.9	-3.9	-7.5	-2.4	4.2	44.4
COc1ccc(/C=N/NC(=O)CC(=O)NCc2cccnc2)cc1	.	0.8	1658	1	7.1	2.5	4.9	5.6	4.9	.	-1.9
O=C(C1CCCN(Cc2ccccc2)C1)N1CCc2ccccc2C1 (stereo not drawn)	-0.774	0.3	1533	1	4.9	-6.0	-7.0	3.8	1.0	.	96.4*
CCn1c(C)csc1=NC(=O)c1ccccc1	.	1.9	1495	0.9	-4.0	1.9	1.5	1.2	8.7	5.2	-3.8
COc1cccc(NS(=O)(=O)c2ccc3[nH]cc(C(=O)N(C)Cc4ccco4)c(=O)c3c2)c1	0.64	0.1	1465	0.9	1.1	3.7	3.2	9.0	8.1	.	-9.0
O=C(NCc1ccco1)C(c1ccccc1)N(CC1CCCO1)C(=O)Cn1nnc2ccccc21 (stereo not drawn)	-1.34	-1.0	1472	.	-5.1	-3.9	-1.0	5.6	.	-9.2	-3.9
CCOC(=O)c1ccc(NC(=O)COc2ccc(S(=O)(=O)NC(C)(C)C)cc2)cc1	0.703	0.1	1424	0.9	-0.1	-23.3	-6.2	-4.0	11.8	.	-0.8
Cc1ccc(S(=O)(=O)N2CCCCC2)cc1NC(=O)COC(=O)c1ccc2c(c1)OCO2	-0.985	-0.7	1553	0.9	2.2	13.3	3.4	0.1	6.7	-3.8	-1.3
CCn1c(/C=C/Nc2ccccc2)[n+](CC)c2cc(Cl)c(Cl)cc21	-3.87*	-0.4	1780	0.8	5.3	2.6	7.3	-0.5	17.3	-35.9	100.4*
CN1CCN(C(=O)C2=C[C@@H](c3coc4ccccc4c3=O)C[C@@H](OCc3ccc(CO)cc3)O2)CC1	.	-0.1	1845	1.3	3.0	-7.8	6.5	-0.5	-28.4	-15.4	13.2
C/C=C/c1ccc(OCCCCOc2ccccc2C(C)=O)c(OC)c1	.	0.3	1532	0.9	-4.1	7.7	-0.9	2.8	9.5	8.1	-3.2
CN(NC1CC(=O)N(c2ccccc2)C1=O)c1ccccc1 (stereo not drawn)	.	0.4	1628	0.9	-0.6	8.0	6.2	4.1	11.0	-0.3	-6.1
Cn1ncc2c(NNC(=O)c3ccc(O)cc3)ncnc21	1.4	-2.5	1696	1.3	-3.3	3.4	6.1	8.4	-33.4	-23.4	-12.6
COc1cc(-c2nc(CN3CCN(c4ncccn4)CC3)c(C)o2)ccc1F	-0.913	0.1	1471	1	3.7	2.9	4.1	-2.4	-0.6	3.4	-2.7
Fc1ccc(Nc2ncnc3sc4c(c23)CCC4)cc1F	.	0.6	1560	0.9	3.9	0.8	4.7	18.6	11.2	9.4	5.0
COc1ccc(Br)c2oc(S)cc(=O)c12	-0.235	0.5	1631	0.9	-1.2	-15.6	6.0	6.8	12.7	1.7	-3.8
Nc1nnnn1/N=C/c1cc(Cl)cc(Cl)c1OCc1ccc(Cl)cc1Cl	-0.465	0.2	1533	1	14.6	-1.2	1.4	8.7	0.4	.	-0.9
COC(=O)c1ccc(Cn2nc(C)cc2C)cc1	1.03	0.0	1465	0.8	-7.6	-12.8	-2.7	-2.0	16.8	.	-5.6
COc1ccc(S(=O)(=O)N/N=C(/C)c2ccc(Cl)cc2)cc1	.	2.9	1564	1	-2.5	14.7	-8.6	7.0	-0.6	.	-2.2
Cc1ccc(C(=O)N(Nc2nc3ccccc3s2)C(=O)c2ccc(C)cc2)cc1	.	-0.4	1542	1	4.4	3.0	2.9	-4.7	0.0	-10.1	34.7

An excerpt from above in order of number of heavy atoms, smallest number first:
SMILES	ROMK primary	DTT redox prof	SRC2 TRFRET art	bIAP act	PPARg SRC-3 ag	TLR4 MyD88 comp	PPARg SRC-1 ag	PPARg SRC2 recr	bIAP inhibitor	S1P3 antag	L major viab
CCn1c(C)csc1=NC(=O)c1ccccc1	.	1.9	1495	0.9	-4.0	1.9	1.5	1.2	8.7	5.2	-3.8
COC(=O)c1ccc(Cn2nc(C)cc2C)cc1	1.03	0.0	1465	0.8	-7.6	-12.8	-2.7	-2.0	16.8	.	-5.6
Fc1ccc(Nc2ncnc3sc4c(c23)CCC4)cc1F	.	0.6	1560	0.9	3.9	0.8	4.7	18.6	11.2	9.4	5.0
CN(NC1CC(=O)N(c2ccccc2)C1=O)c1ccccc1 (stereo not drawn)	.	0.4	1628	0.9	-0.6	8.0	6.2	4.1	11.0	-0.3	-6.1
CCn1c(/C=C/Nc2ccccc2)[n+](CC)c2cc(Cl)c(Cl)cc21	-3.87*	-0.4	1780	0.8	5.3	2.6	7.3	-0.5	17.3	-35.9	100.4*
O=C(C1CCCN(Cc2ccccc2)C1)N1CCc2ccccc2C1 (stereo not drawn)	-0.774	0.3	1533	1	4.9	-6.0	-7.0	3.8	1.0	.	96.4*
C/C=C/c1ccc(OCCCCOc2ccccc2C(C)=O)c(OC)c1	.	0.3	1532	0.9	-4.1	7.7	-0.9	2.8	9.5	8.1	-3.2
COc1cc(-c2nc(CN3CCN(c4ncccn4)CC3)c(C)o2)ccc1F	-0.913	0.1	1471	1	3.7	2.9	4.1	-2.4	-0.6	3.4	-2.7
Cc1ccc(C(=O)N(Nc2nc3ccccc3s2)C(=O)c2ccc(C)cc2)cc1	.	-0.4	1542	1	4.4	3.0	2.9	-4.7	0.0	-10.1	34.7
O=C(NCc1ccco1)C(c1ccccc1)N(CC1CCCO1)C(=O)Cn1nnc2ccccc21 (stereo not drawn)	-1.34	-1.0	1472	.	-5.1	-3.9	-1.0	5.6	.	-9.2	-3.9
CN1CCN(C(=O)C2=C[C@@H](c3coc4ccccc4c3=O)C[C@@H](OCc3ccc(CO)cc3)O2)CC1	.	-0.1	1845	1.3	3.0	-7.8	6.5	-0.5	-28.4	-15.4	13.2

Remaining list, next part.
SMILES	ROMK primary	DTT redox prof	SRC2 TRFRET art	bIAP act	PPARg SRC-3 ag	TLR4 MyD88 comp	PPARg SRC-1 ag	PPARg SRC2 recr	bIAP inhibitor	S1P3 antag	L major viab
COc1cccc(NC(=O)Nc2cc(Cl)ccc2C)c1	0.0448	-2.3	1535	1.2	-2.1	-13.4	-5.8	5.7	-16.5	1.8	19.9
CCOC(=O)c1c(NC(=O)CSc2nncn2C)sc(C)c1C	1.37	0.3	1575	1	-3.0	-1.3	-4.0	1.3	0.9	.	-0.4
COc1ccccc1NC(=S)NC1CCCCCC1	-0.0589	0.0	1545	1	3.0	-10.7	2.5	0.5	1.6	-10.8	48.3
CCCCNCCOCCOc1ccc(Cl)cc1Br	-2.75	-0.6	1619	1.1	8.3	-2.2	4.3	3.9	-5.7	11.2	99.6*

3 entries already listed, ordered by the number in TLR4 MyD88 comp, lowest first:
structure	TLR4 MyD88 comp
COc1ccccc1NC(=S)NC1CCCCCC1	-10.7
CCCCNCCOCCOc1ccc(Cl)cc1Br	-2.2
CCOC(=O)c1c(NC(=O)CSc2nncn2C)sc(C)c1C	-1.3

Source: PubChem BioAssay (several laboratories)
